# ASM inhibitor = inhibitors of human secretory acid sphingomyelinase; placental ASM, HMU-PC fluorogenic substrate, 60 min; Potency, µM (doses to about 57.5 µM), for the others: at the highest dose activity change, negative = inhibition, most hits filed as inhibitors; actives 0.006% (n = 340,000); AID 504937; note: potency is the fitted concentration of half-maximal effect
#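 qHTS format. ASM enzyme prepared from human placenta hydrolyses the fluorogenic substrate HMU-PC0 (9 uM final) over 60 min at 37 °C after a 10 min compound preincubation.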
# TCR act = activators of T cell receptors | Potency, µM (titrated, usually from 9.22 µM), for inactives: at the highest dose activation of IL-2 secretion, hits mostly activators | primary human leukocytes, anti-CD3, IL-2 HTRF, 48 h | 330,000 tested, under 10 active; note: % of control where 0% means no effect
#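 1) Mix primary human leukocytes, a-CD3 beads and compound. 2) Incubate 48 hr. 3) Add HTRF IL-2 reagents (a-IL-2-K, a-IL-2-d2).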
# Integrin act MD = integrin-mediated muscular dystrophy alleviation activation; alpha7betagal myoblasts, beta-gal FDG fluorescence, 48 h; Potency, µM (titrated, usually from 38.3 µM), without a hit: at the top dose activation, most hits filed as activators; actives 0.064% (n = 350,000);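 note: potency is the fitted concentration of half-maximal effect; 100% = response of the positive control SU9516; nearly all actives have a fitted effect of over 60% in size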
#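 Alpha7betagal+/- myoblasts (passage 13) were plated 16-24 hr, then exposed to compounds (1:260 dilution of DMSO stock) for 48 hours at 37C. After MPER lysis, β-galactosidase reporter activity was read as FDG fluorescence (ex 480/em 540) after 30 minutes.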
# CXXC DNA block = MLL CXXC-DNA interaction inhibition. Q03164. MLL-CXXC / FITC-HOXA9 DNA fluorescence polarization. Potency, µM (highest dose often 115 µM), inactives show at the highest dose activity change, negative = inhibition, most hits filed as inhibitors. actives 0.037% (n = 290,000); active = well fitted inhibition curve with a large enough effect in the polarisation, with a control signal flat, not every such curve was filed as active; inconclusive = small, poorly fitted or top-dose-only effect, or effect the other way, or a change in a side signal; inactive = no such curve, though single readings can be large or run the other way; the % refers to the polarisation; note: potency is the fitted concentration of half-maximal effect
#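 Steps: dispense CXXC domain solution (7 uM) → pin compounds or unlabeled HOX-A9 DNA control → 5 min ambient → add FLSN-HOX-A9 solution (50 nM) → spin → 30 min ambient → fluorescence polarization. Tris pH 7.5/NaCl/DTT/BSA buffer.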
# A-T KAP1 phos = candidate therapy for ataxia-telangiectasia. actives 0.19% (n = 320,000). Potency, µM (top dose mostly 57.5 µM), for the others: top-dose activation, most hits filed as activators. […] A-T fibroblasts, KAP-1 phosphorylation AlphaLISA; neocarzinostatin DNA damage 30 min before lysis; note: potency is the fitted concentration of half-maximal effect; % of control where 0% means no effect; nearly all actives have a fitted effect of over 45% in size
#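 ATM-like activity read as KAP-1 phosphorylation via AlphaLISA donor/acceptor antibody pairs after lysis and 6 hr at 25C. Cells were ATM-null patient fibroblasts ([…], hTERT), dosed 60 min, then exposed to the DSB inducer NCS for 30 min.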
# MBNL1-CUG inh = MBNL1-poly(CUG) RNA binding inhibition | TR-FRET MBNL1-His/biotin-(CUG)12 binding, 665/545 ratio | Potency, µM (series often up to 57.5 µM), inactives show top-dose activity change, negative = inhibition, most hits filed as inhibitors | actives 0.036% (n = 280,000); active = well fitted inhibition curve with a large enough effect in the signal ratio, with a control signal flat, not every such curve was filed as active; inconclusive = small, poorly fitted or top-dose-only effect, or effect the other way, or a change in a side signal; inactive = no such curve, though single readings can be large or run the other way; the % refers to the signal ratio; note: potency is the fitted concentration of half-maximal effect; % is set by controls: 0 for no effect and ±100 for the full control effect
#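 Compound titration spanned 92 nM–58 uM against the MBNL1-His/biotin-(CUG)12 complex. After 60 min at room temperature with 5 nM streptavidin-XL665 and 0.055 ng/ul terbium anti-His, ratiometric 665/545 nm emission (Ex 340 nm) normalized to controls.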
# Mito fusion yeast = blocks mitochondrial division or promotes mitochondrial fusion | S. cerevisiae fusion-defective mutant growth rescue, CellTiterGlo 48 h | Potency, µM (series often up to 46.1 µM), for the others: at the top dose growth rescue (activation), hits mostly activators | actives 0.23% (n = 320,000) | AID 485298;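 note: potency is the fitted concentration of half-maximal effect; % of control where 0% means no effect; nearly all actives have a fitted effect of over 45% in size; temperature-sensitive fusion mutants such as fzo1-1 at 37 °C on non-fermentable ethanol glycerol medium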
#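 Compounds are tested for their ability to restore growth of mitochondrial fusion-defective yeast strains at non-permissive 37C in YPEG medium over 48 hours. Viability is quantified by luciferase luminescence.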
# TSHR antagonist = human thyrotropin receptor antagonism. actives 0.2% (n = 330,000). TSHR-expressing cells, TSH-stimulated cAMP HTRF, 2 h; active compounds read low. AID 504810. activity change, negative = inhibition, % at 11.5 µM;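 active = activity change below a set negative limit, meaning inhibition stronger than a set level, cut at about -70% in these data; inconclusive = activity change between two set negative limits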; note: % is set by controls: 0 for no effect and ±100 for the full control effect
# Target sequence (P16473 whole entry, looked up): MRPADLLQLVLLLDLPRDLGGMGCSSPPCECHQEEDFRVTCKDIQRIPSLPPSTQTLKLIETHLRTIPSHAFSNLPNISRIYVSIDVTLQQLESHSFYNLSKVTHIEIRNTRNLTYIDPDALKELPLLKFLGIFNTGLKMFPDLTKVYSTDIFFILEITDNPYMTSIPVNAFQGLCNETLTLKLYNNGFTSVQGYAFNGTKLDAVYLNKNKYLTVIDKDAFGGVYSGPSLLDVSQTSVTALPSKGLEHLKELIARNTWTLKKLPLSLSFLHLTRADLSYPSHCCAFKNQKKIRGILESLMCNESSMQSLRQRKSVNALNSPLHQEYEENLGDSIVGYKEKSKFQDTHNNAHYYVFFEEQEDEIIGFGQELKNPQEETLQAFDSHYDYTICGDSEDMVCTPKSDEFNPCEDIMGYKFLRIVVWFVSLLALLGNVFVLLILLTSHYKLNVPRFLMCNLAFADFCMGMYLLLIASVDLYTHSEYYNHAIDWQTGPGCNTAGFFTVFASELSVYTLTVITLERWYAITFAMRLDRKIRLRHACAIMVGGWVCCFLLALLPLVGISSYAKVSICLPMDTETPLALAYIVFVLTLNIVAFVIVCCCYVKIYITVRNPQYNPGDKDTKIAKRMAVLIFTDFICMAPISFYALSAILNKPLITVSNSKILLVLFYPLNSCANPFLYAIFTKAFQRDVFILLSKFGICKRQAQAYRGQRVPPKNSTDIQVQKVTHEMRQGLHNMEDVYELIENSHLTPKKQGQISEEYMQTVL
#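 Antagonism was scored as loss of TSH-driven cAMP in TSHR cells, stimulated with 4nM TSH (EC80) for 2 hours at 37 deg C and detected by homogeneous HTRF competition immunoassay.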
# PTAP TSG101 blk = blocks PTAP/TSG101 interaction to inhibit HIV-1 budding | Fluorescence polarization, FITC-PTAP peptide / Tsg101 binding | Potency, µM (top dose mostly 115 µM), for the others: top-dose activity change, negative = inhibition, most hits filed as inhibitors | 340,000 tested, under 10 active; active = well fitted inhibition curve with a large enough effect in the main read-out, with a control signal flat, not every such curve was filed as active; inconclusive = small, poorly fitted or top-dose-only effect, or effect the other way, or a change in a side signal; inactive = no such curve, though single readings can be large or run the other way; note: potency is the fitted concentration of half-maximal effect; % of control where 0% means no effect
#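 Steps: Tsg101 binding domain dispensed (10 uM final), compounds pinned in DMSO, FITC-labeled PTAP-motif peptide added (50 nM final); after 20 min binding at room temperature, polarization measured.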
# Menin-MLL TR inh = menin-MLL binding inhibition, Texas Red mutant peptide | actives 0.23% (n = 270,000) | Potency, µM (titrated, usually from 61.6 µM), inactives show at the highest dose FP activity change, negative = inhibition, usual class: inhibitors | Menin + Texas Red MLL mutant peptide, fluorescence polarization | AID 1768 | O00255; active = well fitted inhibition curve with a large enough effect in the polarisation, with a control signal flat, not every such curve was filed as active; inconclusive = small, poorly fitted or top-dose-only effect, or effect the other way, or a change in a side signal; inactive = no such curve, though single readings can be large or run the other way; the % refers to the polarisation; note: potency is the fitted concentration of half-maximal effect; % of control where 0% means no effect; many of its hits are not listed in these tables
# * hit, by the source's call; u = inconclusive; x = no result given; & = joins results of further samples; [ ] = remark or other dose. Unless noted, calls come from the whole dose curve; as a rule, active = well fitted curve in the direction sought with a large enough effect; inconclusive = small, poorly fitted or top-dose-only effect, or another doubt; inactive = no such curve, though single readings can be large; an effect the other way counts as inactive or inconclusive. The list is partial (hit frequency here may not be typical).
smiles,ASM inhibitor,TCR act,Integrin act MD,CXXC DNA block,A-T KAP1 phos,MBNL1-CUG inh,Mito fusion yeast,TSHR antagonist,PTAP TSG101 blk,Menin-MLL TR inh
CCN1CCN(c2cc(C)c3cc(NC(=S)N4CCN(c5ccc(F)cc5)CC4)ccc3n2)CC1,71%[activator],-6%,8%,22%,0%,0%,-2%,4,2%,2%
COc1cc(OC)c(NC(=O)CCNS(=O)(=O)c2ccc3c(c2)oc(=O)n3C)cc1Cl,7%,-13%,u,2%,0%,7%,7%,-9,-1%,-8%
COc1cc(-c2ccc3oc(-c4cccc(C)c4)c(C#CC4(O)CCCCC4)c3c2)cc(OC)c1OC,-4%,8%,8%,x,5%,x,x,8,3%,x
CC(=O)NC(Cc1ccc(F)cc1)C(=O)NC1CCN(c2nnnn2-c2ccccc2)CC1 (configuration not stated),-4%,-4%,25%,-5%,10%,-1%,-6%,0,-12%,u
Cc1ccc(NC(=O)CCCC(=O)O)c(Br)c1,0%,0%,13%,2%,4%,-3%,1%,3,-3%,17%
CC1(C)CC(=O)C2=C(C1)Nc1ccccc1NC2c1nc2ccccc2[nH]1 (configuration not stated),4%,-11%,-12%,0%,19%,u,-5%,47,0%,9%[11.7 µM]
CCCn1c(N)c(C(=O)COC(=O)CCNS(=O)(=O)c2ccccc2F)c(=O)[nH]c1=O,5%,-6%,25%,x,-11%,x,0%,18,-3%,x
Cc1ccc(S(=O)(=O)N2CCC(=O)N(C(COC(=O)Nc3ccccc3)Cc3ccccc3)CC2)cc1 (configuration not stated),-2%,12%,-41%,13%,9%,27%,-1%,-7,-7%,28%&-2%
C=C(C)Cn1c(=O)c2c(nc3n2CC(C)CN3Cc2ccccc2)n(C)c1=O (configuration not stated),-2%,-2%,-4%,-2%,-9%,4%,17%,16,0%,-15%
Cc1ccc(C)c(OCC(=O)NCC(C)C)c1C,3%,-2%[46.1 µM],-10%,9%,10%,3%,3%,-4,1%,-6%
O=C1CCN(CCc2ccccc2)CCN1[C@H](CO)c1ccccc1,6%,4%,-29%,-3%,0%,-12%,3%,37,-1%,-7%
Cc1nnc(SCC(=O)NCCN2C(=O)CSC2=O)n1-c1ccccc1,2%,1%,1%,-3%,-11%,-2%,-5%,1,-2%,-7%

# Next entries:
smiles,ASM inhibitor,TCR act,Integrin act MD,CXXC DNA block,A-T KAP1 phos,MBNL1-CUG inh,Mito fusion yeast,TSHR antagonist,PTAP TSG101 blk,Menin-MLL TR inh
CCOC(=O)C1CCCN(CCC(=O)Nc2cc(OC)ccc2OC)C1 (configuration not stated),-1%,-1%,5%,5%,0%,0%,0%,23,-1%,-6%
CC(=O)Nc1cccc(NC(=O)Nc2ccc(F)cc2F)c1,1%,5%,6%,3%,-9%,-5%,1%,-3,-1%,13%
CN(Cc1ccc(OCC(O)CN2CCCCC2)cc1)Cc1ccnc2ccccc12 (configuration not stated),-10%,4%,-56%[inhibitor],-1%,-2%,6%,-4%,-11,-3%,u
OC1CCN(c2ncnc3c2nnn3Cc2c(F)cccc2Cl)CC1,-2%,7%,-34%,-12%,3%,-4%,7%,-11,0%,-2%
CC(C)Cc1ccc(C(=O)NCc2ccc3c(c2)OCO3)o1,-1%,0%,4%,14%,10%,-10%,2%,u,-1%,-20%
CN1C(=O)c2ccc(C(=O)NCc3ccco3)cc2C1=O,-2%,-5%,1%,-12%,u,u,1%,11,-1%,x
Cc1ccc(N2N=C(c3ccc(Br)cc3)CCC2=O)cc1,-7%,0%[46.1 µM],6%,-9%,0%,-5%,11%,-11,-1%,-5%
Cc1[nH]ncc1N=Cc1ccc([N+](=O)[O-])cc1,0%,-4%,-28%,-4%,4%,u,-1%,5,-4%,5%
Cn1ncc(Cl)c1C(=O)N1CCN(S(=O)(=O)c2cccs2)CC1,2%,1%,16%,1%,0%,-8%,3%,-3,-2%,x
CCC(=O)Nc1ccc(C(=O)COC(=O)Cc2ccsc2)cc1,6%,-5%,0%,x,x,x,7%,2,-4%,x
CCc1ccc(NC(=O)CS(=O)CC(=O)NCCCc2ccccc2)cc1 (configuration not stated),-2%,x,0%,21%,13%,1%,-1%,12,-5%,12%
COCCNC(=O)COc1cc(=O)n(C)c2ccccc12,0%,0%,-2%,2%,0%,-8%,1%,6,-3%,-13%

# In another format: results already given
# Value order – ASM inhibitor | TCR act | Integrin act MD | CXXC DNA block | A-T KAP1 phos | MBNL1-CUG inh | Mito fusion yeast | TSHR antagonist | PTAP TSG101 blk | Menin-MLL TR inh
> CCOC(=O)C1CCCN(CCC(=O)Nc2cc(OC)ccc2OC)C1 (configuration not stated)
→ -1% | -1% | 5% | 5% | 0% | 0% | 0% | 23 | -1% | -6%
> CC(=O)Nc1cccc(NC(=O)Nc2ccc(F)cc2F)c1
→ 1% | 5% | 6% | 3% | -9% | -5% | 1% | -3 | -1% | 13%
> CN(Cc1ccc(OCC(O)CN2CCCCC2)cc1)Cc1ccnc2ccccc12 (configuration not stated)
→ -10% | 4% | -56%[inhibitor] | -1% | -2% | 6% | -4% | -11 | -3% | u
> OC1CCN(c2ncnc3c2nnn3Cc2c(F)cccc2Cl)CC1
→ -2% | 7% | -34% | -12% | 3% | -4% | 7% | -11 | 0% | -2%
> CC(C)Cc1ccc(C(=O)NCc2ccc3c(c2)OCO3)o1
→ -1% | 0% | 4% | 14% | 10% | -10% | 2% | u | -1% | -20%
> CN1C(=O)c2ccc(C(=O)NCc3ccco3)cc2C1=O
→ -2% | -5% | 1% | -12% | u | u | 1% | 11 | -1% | x
> Cc1ccc(N2N=C(c3ccc(Br)cc3)CCC2=O)cc1
→ -7% | 0%[46.1 µM] | 6% | -9% | 0% | -5% | 11% | -11 | -1% | -5%
> Cc1[nH]ncc1N=Cc1ccc([N+](=O)[O-])cc1
→ 0% | -4% | -28% | -4% | 4% | u | -1% | 5 | -4% | 5%
> Cn1ncc(Cl)c1C(=O)N1CCN(S(=O)(=O)c2cccs2)CC1
→ 2% | 1% | 16% | 1% | 0% | -8% | 3% | -3 | -2% | x

# (continued)
smiles,ASM inhibitor,TCR act,Integrin act MD,CXXC DNA block,A-T KAP1 phos,MBNL1-CUG inh,Mito fusion yeast,TSHR antagonist,PTAP TSG101 blk,Menin-MLL TR inh
Cc1cc(SC(C)C(=O)Nc2ncc(Cl)cc2Cl)nc2ccccc12 (configuration not stated),-9%,7%[46.1 µM],u,5%,14%,-4%,0%,1,-1%,-12%
CC(=O)c1cccc(NC(=O)NN2CCN(C)CC2)c1,0%,2%,4%,43%[activator],5%,-5%,-5%,11,0%,-10%
Cc1cccn2c(=O)nc(SCC(=O)N3CCC(Cc4ccccc4)CC3)nc12,x,-1%,16%,x,-4%,x,4%,8,-1%,x
COCCSc1nc2c(c(=O)[nH]c(=O)n2C)n1Cc1cccc(C)c1,1%,2%[46.1 µM],-13%,1%,2%,10%,2%,9,1%,-11%
CCc1ccc(NC(=O)C2CCCN(S(=O)(=O)c3ccc4c(c3)CC(C)N4C(C)=O)C2)cc1 (configuration not stated),-5%,2%,3%,-6%,12%,-2%,-1%,u,-2%,u
NS(=O)(=O)c1ccc(NC(=O)CSc2cn[nH]n2)cc1,0%,2%,10%,9%,-7%,-3%,9%,16,2%,-9%
Cc1ccc(N(CCC#N)C(=O)COC(=O)c2cc(C)oc2C)cc1,-1%,11%,4%,x,-3%,x,-2%,4,-3%,x
COc1cc(OC)c(NC(=O)c2cc(S(=O)(=O)N3CCOCC3)cn2C)cc1Cl,6%,-1%,0%,x,-1%,-8%,1%,2,-1%,37%[activator]
COc1ccc(NC(=O)N(C)C[C@H]2Oc3ccc(NC(=O)Nc4c(C)noc4C)cc3C(=O)N([C@H](C)CO)C[C@@H]2C)cc1,0%,-10%,-16%,x,2%,x,x,-6,-4%,x
CCOc1ccc(Br)cc1S(=O)(=O)N1CCC(C(N)=O)CC1,1%,-3%,4%,-1%,2%,3%,-4%,-2,-5%,-1%
C#CCN1C(=O)C(O)(CC(=O)/C=C/c2ccco2)c2ccccc21 (configuration not stated),2%,0%,-45%[inhibitor],47%[activator],-3%,0%,2%,12,-6%,2%

# Bioassay records (PubChem BioAssay)
